TcdB inh: TcdB glycohydrolase inhibitors, primary screen, biochemical, single point, plate reader; Toxin B (Clostridioides difficile), P18177; TcdB glycohydrolase enzymatic assay; inhibition, % at 9.99 µM; 350,000 compounds, 0.24% hits; in the data active means inhibition above about 10%
MazF activator: activators of E. coli MazEF toxin-antitoxin RNase, primary screen, biochemical, fluorescence, uHTS. 350,000 compounds, 0.32% hits. AID 504720, 2011. FAM/BHQ RNA-DNA oligo cleavage fluorescence, 5 h. activation, % at 20 µM; in the data active means activation above about 50%
Target sequence (P0AE70 whole entry, looked up): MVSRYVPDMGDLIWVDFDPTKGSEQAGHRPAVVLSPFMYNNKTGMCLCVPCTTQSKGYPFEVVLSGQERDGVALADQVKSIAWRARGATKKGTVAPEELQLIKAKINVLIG
3CLpro inhibitor: SARS-CoV 3CLpro protease inhibitors, primary screen, biochemical, quenched FRET; inhibition, % at 6 µM; 290,000 compounds, 0.14% hits; recombinant SARS-CoV 3CLpro, quenched FRET peptide cleavage; AID 1706, 2009; in the data active means inhibition above about 12%
CCHFV vOTU inh: CCHFV vOTU protease inhibitors, primary screen, biochemical, Pep-AMC substrate, fluorescence. AID 651958, 2012. 370,000 compounds, 0.55% hits. inhibition, % at 11.5 µM; in the data active means inhibition above about 30%; further: 0% = vehicle wells with enzyme and 100% = no enzyme wells
PriA SSB inh: inhibitors of Klebsiella pneumoniae PriA binding to SSB C-terminal tail, primary screen, biochemical, AlphaScreen. PriA–SSB C-terminal tail interaction (Klebsiella pneumoniae). AlphaScreen SSBct-PriA binding, biotinylated peptide. 430,000 compounds, 0.6% hits. AID 1272365, 2023. inhibition, % at 33 µM; in the data active means inhibition mostly above about 37%, no sharp cut-off; inactive means mostly below about 20%;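 further: plate controls were negative control peptide for no effect and reference peptide for full effect; strong numbers were not always called active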
DUSP3 inh: VHR1 phosphatase inhibitors, primary screen, biochemical, absorbance, uHTS; recombinant VHR phosphatase, pNPP absorbance; 290,000 compounds, 0.52% hits; inhibition, % at 13.3 µM; Dual specificity protein phosphatase 3 (Homo sapiens), P51452; in the data active means inhibition above about 50%; further: some compounds called inactive have numbers as strong as hits
Target sequence (P51452 whole entry, looked up): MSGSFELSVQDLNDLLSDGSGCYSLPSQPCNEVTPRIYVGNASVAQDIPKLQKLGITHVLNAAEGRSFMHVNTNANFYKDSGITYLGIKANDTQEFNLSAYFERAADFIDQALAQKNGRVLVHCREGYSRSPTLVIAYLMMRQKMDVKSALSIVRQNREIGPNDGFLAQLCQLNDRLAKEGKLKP
Rv3671c inh: Rv3671c serine protease inhibitors, primary screen, biochemical, fluorescence polarization, M. tuberculosis H37Rv; 320,000 compounds, 0.048% hits; inhibition, % at 5.96 µM; P9WHR9; in the data active means inhibition above about 38%;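 further: extracellular domain of Rv3671c used as enzyme; 0% = enzyme with DMSO and 100% = no enzyme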
Target sequence (P9WHR9 whole entry, looked up, the tested form may be a part): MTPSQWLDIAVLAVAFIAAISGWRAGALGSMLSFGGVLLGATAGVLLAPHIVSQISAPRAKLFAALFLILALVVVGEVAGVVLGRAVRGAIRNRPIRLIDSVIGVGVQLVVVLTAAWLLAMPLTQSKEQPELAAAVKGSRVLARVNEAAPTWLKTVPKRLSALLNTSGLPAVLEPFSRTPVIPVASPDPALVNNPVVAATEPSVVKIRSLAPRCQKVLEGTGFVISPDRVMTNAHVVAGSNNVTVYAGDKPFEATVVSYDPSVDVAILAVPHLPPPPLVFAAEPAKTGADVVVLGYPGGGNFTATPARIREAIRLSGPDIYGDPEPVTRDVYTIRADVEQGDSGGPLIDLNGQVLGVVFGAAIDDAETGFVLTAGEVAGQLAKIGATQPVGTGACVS
PrPC TRFRET: inhibitors of human cell surface prion protein PrPC, primary screen, cell-based, TR-FRET; AID 720596, 2013; 370,000 compounds, 0.43% hits; TR-FRET read-out; inhibition, % at 13.8 µM; in the data active means inhibition above about 24%; further: 0% = median of the test wells and 100% = reference compound wells
Vc quorum ag: inducers of Vibrio cholerae quorum light production without autoinducers, primary screen, BH1578 luxS cqsA deficient, single point. V. cholerae BH1578 lux reporter, luminescence, 6 h. activation, % at 18.7 µM. 350,000 compounds, 0.16% hits. AID 588436, 2011; in the data active means activation mostly above about 9.7%, no sharp cut-off; further: not every result past the cut was called active; inactives centre near 0; reference of the scale not given here
Yp Topo-I inh: Yersinia pestis topoisomerase I inhibitors, primary screen, biochemical, cleavage product accumulation, plate reader, single point; Y. pestis Topo-I cleavage product accumulation; activity, % at 10 µM; 360,000 compounds, 0.064% hits; AID 504884, 2011; in the data active means activity above about 50%, passing the limit was not always enough; further: inactives centre near 2
* hit, by the source's call.

Screening O=C(/C=C/c1ccc2c(c1)OCO2)NCCSCc1cccc(Cl)c1 returned MazF activator -3, 3CLpro inhibitor -5, CCHFV vOTU inh 7, PriA SSB inh 0, DUSP3 inh 15, Rv3671c inh -14, PrPC TRFRET 9, Vc quorum ag 1.4 and Yp Topo-I inh 25.
`COc1ccc(NC(=O)CN(C)C(=O)CNC(=O)c2ccc3c(c2)OCO3)cc1` gave TcdB inh 0.1, MazF activator -1, CCHFV vOTU inh -10, PriA SSB inh -7, Rv3671c inh 4, PrPC TRFRET -1, Vc quorum ag -0.6 and Yp Topo-I inh -7.
For Cc1ccc(Oc2ccc(N)cc2)cc1 the results were MazF activator -6, 3CLpro inhibitor -6, CCHFV vOTU inh 1, PriA SSB inh 24, DUSP3 inh 23, Rv3671c inh -2, PrPC TRFRET 5, Vc quorum ag -4.8 and Yp Topo-I inh -8.
Screening CC1CCCCC1NC(=O)NC(=O)COC(=O)C1=NN(c2ccccc2)C(=O)CC1 (stereo not given) returned TcdB inh 0.1, MazF activator 5, CCHFV vOTU inh 11, PriA SSB inh -6, Rv3671c inh -6, PrPC TRFRET 0, Vc quorum ag inactive and Yp Topo-I inh 1.
CC(=O)c1c(C)[nH]c(C(=O)NNC(=O)c2ccc(C)cc2)c1C was read as TcdB inh 0.4, MazF activator 1, CCHFV vOTU inh -12, PriA SSB inh -2, Rv3671c inh 9, PrPC TRFRET 2, Vc quorum ag 0.3 and Yp Topo-I inh -5.
CC1CCCC(NC(=O)COC(=O)c2ccc([N+](=O)[O-])o2)C1C (stereo not given) was read as TcdB inh -0.7, MazF activator 4, CCHFV vOTU inh 8, PriA SSB inh -5, Rv3671c inh -20, PrPC TRFRET -25, Vc quorum ag 0.4 and Yp Topo-I inh -1.
For COC(=O)Cn1c(=O)c2c(nc(Br)n2CC(=O)OC)n(C)c1=O the results were TcdB inh 0.7, MazF activator 0, 3CLpro inhibitor -4, PriA SSB inh -13, DUSP3 inh -2, Rv3671c inh 5, Vc quorum ag inactive and Yp Topo-I inh 2.
Screening CCCN1CNC(=S)N(c2cccc(C)c2)C1 returned TcdB inh 1.0, MazF activator 4, 3CLpro inhibitor 0, CCHFV vOTU inh -14, PriA SSB inh -12, DUSP3 inh -4, Rv3671c inh 11, PrPC TRFRET 0, Vc quorum ag -0.7 and Yp Topo-I inh -2.
For Cc1cc(C)c(S(=O)(=O)N(C)CC(=O)NCC2CCCO2)c(C)c1 (stereo not given) the results were TcdB inh 1.3, MazF activator 11, 3CLpro inhibitor -4, CCHFV vOTU inh 10, PriA SSB inh -1, DUSP3 inh 21, PrPC TRFRET 1, Vc quorum ag -0.2 and Yp Topo-I inh 3.
CNC(=S)N1N=C(c2ccc(C)cc2)CC1c1ccc(Cl)cc1 (stereo not given) was read as MazF activator 6, 3CLpro inhibitor 1, CCHFV vOTU inh 5, PriA SSB inh 20, DUSP3 inh 16, Rv3671c inh -4, PrPC TRFRET 3, Vc quorum ag -0.2 and Yp Topo-I inh -13.
Screening Cc1ccc(C(=O)NNC(=O)CSc2nnc(C(C)C)n2C)cc1 returned TcdB inh 2.4, MazF activator 7, 3CLpro inhibitor 5, CCHFV vOTU inh 1, PriA SSB inh 3, DUSP3 inh 32, Rv3671c inh 0, PrPC TRFRET 4, Vc quorum ag inactive and Yp Topo-I inh -7.
`COc1ccc(C2=NN(C(=O)CCC(=O)O)C(c3ccc(Br)cc3)C2)cc1` (stereo not given) gave TcdB inh -0.7, MazF activator 3, 3CLpro inhibitor 6, CCHFV vOTU inh -5, PriA SSB inh 0, DUSP3 inh 16, Rv3671c inh -6, PrPC TRFRET 5, Vc quorum ag -0.3 and Yp Topo-I inh 3.
`NC(=O)C1(N2CCCCC2)CCN(C(=S)NC2CCCC2)CC1` gave MazF activator 4, 3CLpro inhibitor -3, CCHFV vOTU inh -1, PriA SSB inh -2, DUSP3 inh 14, Rv3671c inh 4, PrPC TRFRET -3, Vc quorum ag inactive and Yp Topo-I inh 1.
CCOC(=O)CSc1nnc(-c2cccnc2)n1Cc1ccccc1 was read as MazF activator -4, 3CLpro inhibitor -1, CCHFV vOTU inh 4, PriA SSB inh -15, DUSP3 inh -5, Rv3671c inh -3, PrPC TRFRET 3, Vc quorum ag -5.6 and Yp Topo-I inh 2.
`COc1cccc(CNc2nc(C(F)(F)F)nc3ccccc23)c1` gave TcdB inh 0.5, MazF activator 7, 3CLpro inhibitor -4, CCHFV vOTU inh 17, PriA SSB inh -32, DUSP3 inh 2, Rv3671c inh -22, PrPC TRFRET 16, Vc quorum ag -0.3 and Yp Topo-I inh -1.
CCOc1ccc(C(=O)N[C@H](C(=O)NC2CCCCC2)C(C)C)cc1 was read as TcdB inh 0.1, MazF activator 2, CCHFV vOTU inh -4, PrPC TRFRET -3, Vc quorum ag -0.6 and Yp Topo-I inh 2.
CCOC(=O)N1CCC(NC(=O)c2cccc3c2C(=O)N(c2ccc(OC)cc2)C3)CC1 was read as TcdB inh -1.0, MazF activator 8, 3CLpro inhibitor 1, CCHFV vOTU inh 1, PriA SSB inh 1, DUSP3 inh 12, Rv3671c inh 3, PrPC TRFRET -4, Vc quorum ag -1.6 and Yp Topo-I inh 19.
`CC(=O)N1CN2CN(C(C)=O)CC(C(=O)c3ccc(Br)cc3)(C2)C1` gave MazF activator -2, 3CLpro inhibitor -3, CCHFV vOTU inh 5, PriA SSB inh -35, DUSP3 inh 19, Rv3671c inh -6, PrPC TRFRET 6, Vc quorum ag -0.5 and Yp Topo-I inh -1.
`O=C(c1ccc(-c2ccc(Cl)cc2Cl)o1)N1CCOCC1` gave TcdB inh 1.1, MazF activator 0, 3CLpro inhibitor 5, CCHFV vOTU inh -25, PriA SSB inh -8, DUSP3 inh 9, Rv3671c inh 1, PrPC TRFRET -8, Vc quorum ag inactive and Yp Topo-I inh 29.
`CCOC(=O)c1cnn(-c2cc(C)c3ccccc3n2)c1N` gave MazF activator 1, 3CLpro inhibitor 3, CCHFV vOTU inh -3, PriA SSB inh -2, DUSP3 inh 29, Rv3671c inh 1, PrPC TRFRET 2, Vc quorum ag 0.5 and Yp Topo-I inh -1.
For c1ccn2cc(CSC3=NCCS3)nc2c1 the results were TcdB inh 1.4, MazF activator 0, 3CLpro inhibitor 1, CCHFV vOTU inh -1, PriA SSB inh -31, DUSP3 inh 3, Rv3671c inh -6, PrPC TRFRET 1 and Yp Topo-I inh -1.
`CCN(CC)S(=O)(=O)c1ccc(/C=C/C(=O)Nc2c(C)n(C)n(-c3ccccc3)c2=O)cc1` gave TcdB inh 1.2, MazF activator 3, 3CLpro inhibitor 0, CCHFV vOTU inh -7, PriA SSB inh 2, DUSP3 inh 34, Rv3671c inh 5, PrPC TRFRET 3, Vc quorum ag -0.3 and Yp Topo-I inh 7.
For COc1ccccc1-n1nnnc1SCC(=O)NC(=O)Cc1ccccc1 the results were TcdB inh -0.1, MazF activator 0, CCHFV vOTU inh -6, PriA SSB inh 0, Rv3671c inh 5, PrPC TRFRET -7, Vc quorum ag -5.7 and Yp Topo-I inh 12.
Cc1cc(N2C(=O)[C@@H]3[C@H](C2=O)[C@@H]2C[C@H]3C(Br)C2Br)no1 (stereo not given in full) was read as TcdB inh 0.1, MazF activator -14, 3CLpro inhibitor 6, CCHFV vOTU inh -6, PriA SSB inh -2, DUSP3 inh 24, Rv3671c inh -3, PrPC TRFRET -6, Vc quorum ag -0.2 and Yp Topo-I inh 0.
`CC12CC(c3ccccc3O1)N(C(=O)c1ccco1)C(=O)N2c1ccccc1` (stereo not given) gave MazF activator -2, 3CLpro inhibitor -3, CCHFV vOTU inh -2, PriA SSB inh -14, DUSP3 inh -6, Rv3671c inh 3, PrPC TRFRET 1, Vc quorum ag -2.2 and Yp Topo-I inh 10.
Cc1sc2ncnc(NCC3CCCO3)c2c1C (stereo not given) was read as TcdB inh 0.2, MazF activator -4, 3CLpro inhibitor 1, CCHFV vOTU inh 1, PriA SSB inh -5, DUSP3 inh 27, Rv3671c inh 6, PrPC TRFRET 17 and Yp Topo-I inh -7.
Screening COC(=O)CCS(=O)(=O)c1nc(-c2ccccc2)cc(C(F)(F)F)n1 returned MazF activator 1, 3CLpro inhibitor -1, PriA SSB inh -6, DUSP3 inh 27, Rv3671c inh 0, Vc quorum ag inactive and Yp Topo-I inh 1.
CCC(=O)N1CCc2cc(S(=O)(=O)CCC(=O)Nc3cccc(F)c3)ccc21 was read as MazF activator -5, 3CLpro inhibitor 0, CCHFV vOTU inh 0, PriA SSB inh 3, DUSP3 inh -1, Rv3671c inh -5, PrPC TRFRET 13, Vc quorum ag -2.9 and Yp Topo-I inh -5.
`O=S(=O)(c1ccc(F)cc1)N1CCN(c2nc(-c3cccnc3)nc3ccccc23)CC1` gave TcdB inh 3.7, MazF activator -26, CCHFV vOTU inh 7, PriA SSB inh -14, Rv3671c inh -16, PrPC TRFRET 3, Vc quorum ag inactive and Yp Topo-I inh 6.
For COc1ccc(CNC(=O)CCCCCNc2nc(=S)[nH]c3ccccc23)cc1 the results were MazF activator -18, 3CLpro inhibitor 3, CCHFV vOTU inh -2, PriA SSB inh -9, DUSP3 inh 18, Rv3671c inh -6, PrPC TRFRET -1, Vc quorum ag inactive and Yp Topo-I inh 23.
For Cn1cccc1C(=O)OCC(=O)NCCc1ccccc1 the results were TcdB inh 0.2, MazF activator 1, CCHFV vOTU inh -5, PriA SSB inh 8, Rv3671c inh 0, PrPC TRFRET 0, Vc quorum ag -0.6 and Yp Topo-I inh 4.

Structural class: those above containing an aryl methoxy group
`COc1ccc(NC(=O)CN(C)C(=O)CNC(=O)c2ccc3c(c2)OCO3)cc1` gave TcdB inh 0.1, MazF activator -1, CCHFV vOTU inh -10, PriA SSB inh -7, Rv3671c inh 4, PrPC TRFRET -1, Vc quorum ag -0.6 and Yp Topo-I inh -7.
`COc1ccc(C2=NN(C(=O)CCC(=O)O)C(c3ccc(Br)cc3)C2)cc1` (stereo not given) gave TcdB inh -0.7, MazF activator 3, 3CLpro inhibitor 6, CCHFV vOTU inh -5, PriA SSB inh 0, DUSP3 inh 16, Rv3671c inh -6, PrPC TRFRET 5, Vc quorum ag -0.3 and Yp Topo-I inh 3.
`COc1cccc(CNc2nc(C(F)(F)F)nc3ccccc23)c1` gave TcdB inh 0.5, MazF activator 7, 3CLpro inhibitor -4, CCHFV vOTU inh 17, PriA SSB inh -32, DUSP3 inh 2, Rv3671c inh -22, PrPC TRFRET 16, Vc quorum ag -0.3 and Yp Topo-I inh -1.
CCOC(=O)N1CCC(NC(=O)c2cccc3c2C(=O)N(c2ccc(OC)cc2)C3)CC1 was read as TcdB inh -1.0, MazF activator 8, 3CLpro inhibitor 1, CCHFV vOTU inh 1, PriA SSB inh 1, DUSP3 inh 12, Rv3671c inh 3, PrPC TRFRET -4, Vc quorum ag -1.6 and Yp Topo-I inh 19.
For COc1ccccc1-n1nnnc1SCC(=O)NC(=O)Cc1ccccc1 the results were TcdB inh -0.1, MazF activator 0, CCHFV vOTU inh -6, PriA SSB inh 0, Rv3671c inh 5, PrPC TRFRET -7, Vc quorum ag -5.7 and Yp Topo-I inh 12.
For COc1ccc(CNC(=O)CCCCCNc2nc(=S)[nH]c3ccccc23)cc1 the results were MazF activator -18, 3CLpro inhibitor 3, CCHFV vOTU inh -2, PriA SSB inh -9, DUSP3 inh 18, Rv3671c inh -6, PrPC TRFRET -1, Vc quorum ag inactive and Yp Topo-I inh 23.

Screens (PubChem)

An excerpt; the hit share may differ from the screen's.
